Assay outcomes as filed in PubChem BioAssay.
ST2 IL33 inh = IL1RL1 inhibition; Q01638; AlphaLISA ST2-Fc/biotin-IL-33 interaction, 1 h; inhibition, % for hits at 17 µM; 2.3% of 78,000 active; in the data active means inhibition above about 30%; inconclusive means mostly about 10% to 28%
Target sequence (Q01638 whole entry, looked up): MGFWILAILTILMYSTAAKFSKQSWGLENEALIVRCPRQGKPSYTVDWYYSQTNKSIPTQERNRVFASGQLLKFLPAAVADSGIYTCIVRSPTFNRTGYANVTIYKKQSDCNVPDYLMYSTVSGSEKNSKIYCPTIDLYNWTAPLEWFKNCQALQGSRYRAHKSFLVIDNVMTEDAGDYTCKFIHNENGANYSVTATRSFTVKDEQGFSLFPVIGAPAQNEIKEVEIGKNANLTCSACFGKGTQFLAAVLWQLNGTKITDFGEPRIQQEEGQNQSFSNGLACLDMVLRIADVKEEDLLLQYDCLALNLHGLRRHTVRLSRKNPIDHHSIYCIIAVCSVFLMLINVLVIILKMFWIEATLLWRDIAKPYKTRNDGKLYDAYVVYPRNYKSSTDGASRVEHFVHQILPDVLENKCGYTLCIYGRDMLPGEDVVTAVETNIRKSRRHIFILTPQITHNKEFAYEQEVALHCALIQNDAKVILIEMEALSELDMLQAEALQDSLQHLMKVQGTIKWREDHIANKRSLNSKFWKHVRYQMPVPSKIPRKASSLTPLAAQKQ
The depositor's hits bear a star; i = inactive; ? = inconclusive. Only part of the results is shown; the hit share may differ from the screen's.

Molecule | ST2 IL33 inh
CN(CC(=O)N1CCCc2c1c(=O)oc1ccc(O)cc21)Cc1ccccc1 | ?
Cn1c(=O)c2c(nc(N3CCCC3)n2CCSc2nc3ccccc3s2)n(C)c1=O | i
COc1cc2c(cc1NC(=O)c1ccc3c(c1)OCO3)oc1ccccc12 | i
CC1CCN(S(=O)(=O)c2cccc3cccnc23)CC1 | i
CCN(CC)c1ccc(C2C(C(=O)Nc3cc(C)ccn3)=C(C)NC3=C2C(=O)CCC3)cc1 (centres undefined) | i
COc1ccccc1/C=C/C1=NC(=C\c2ccccc2F)/C(=O)O1 | ?
Cc1ccc(NC(=O)Nc2c(C)nc3nc[nH]n3c2=O)c(C)c1 | i
Cc1ccc(S(=O)(=O)N2CCSC2c2ccc(Cl)cc2)c(C)c1 (centres undefined) | i
Cn1ccc(-c2ccccc2)n1 | i
O=C(CN1C(=O)S/C(=C\c2ccccc2)C1=O)Nc1nccs1 | i
COc1ccc(C(=O)N2CCN(C3CCN(c4nc(C)c5cc(F)ccc5n4)CC3)CC2)cc1 | i
Cc1ccc(S(=O)(=O)N2N=C(c3ccc(Br)cc3)CC2c2ccco2)cc1 (centres undefined) | ?
Cc1nc(CCC(=O)N2CCC3(CCCN(Cc4ccccc4F)C3)C2)n[nH]1 (centres undefined) | i
CCNC(=O)c1cccn1-c1nnc(N2CCCCC2)s1 | i
CC(CN1CCOCC1)NCc1csc(-c2cnccn2)n1 (centres undefined) | i
Cc1ccc(F)c(CN(C)Cc2ncc[nH]2)c1Cl | ?
Cc1cc(OCC(=O)Nc2ccc(S(N)(=O)=O)cc2)ccc1C(C)C | i
CCOC(=O)c1c(NC(=O)c2cc(=O)c3ccccc3o2)sc(C)c1C | i
Cn1ccnc1CN1CCCC(CCC(=O)NCc2ccccc2Cl)C1 (centres undefined) | i
O=C(NCc1ccc(Cl)cc1)c1cnccn1 | ?
NC(=O)c1ccccc1NC1=NS(=O)(=O)c2ccccc21 | ?
O=C(C1CCCN(CCCc2ccccc2)C1)N1CCCC1 (centres undefined) | i
CC(=O)Nc1ccc(C)c(I)c1 | i
Cc1cc(C)n(-c2nc3ccccc3[nH]c2=O)n1 | 46.0%*
Cc1ccc(OCCSc2ncnc3ccccc23)cc1 | i
Cc1ccc2cccc(SCc3nc(N)nc(Nc4ccccc4)n3)c2n1 | i
COc1ccc(Cl)cc1/C=C/c1ccc2cccc(O)c2n1 | ?
N#C/C(C(=O)c1ccccc1)=C1/CCCN1 | ?
CS(=O)(=O)N1CCC(NCCc2cnn(-c3ccccc3)c2)CC1 | ?
COCCN(Cc1cccs1)C(=O)c1ccc(OC)c(F)c1F | i
CCOC(=O)C1(Cc2cccc(F)c2)CCN(Cc2nc(CC)[nH]c2C)CC1 | i
O=c1c2ccccc2nc2n1CCc1c-2[nH]c2ccccc12 | i
O=[N+]([O-])c1ccc(CSc2nnc3c(n2)[nH]c2ccccc23)cc1 | i
Cc1ccc(Cn2ccc(NC(=O)c3cc(-c4ccc(Cl)cc4)on3)n2)cc1 | i
Cn1cc(C(=O)NCc2cccs2)c2c3ccccc3n(C)c2c1=O | i
O=C(CN1C(=O)C2CCCCN2C(=O)c2ccccc21)NCC1CCCO1 (centres undefined) | i
Cn1c(=O)c2cc(S(=O)(=O)Nc3ccc(Br)cc3)ccc2n(C)c1=O | i
O=C(CC1(O)C(=O)Nc2ccc(Br)cc21)c1ccc2c(c1)CCCC2 (centres undefined) | ?
COc1cc(-c2c(C#N)c(N)nc3sc(C(N)=O)c(N)c23)cc(OC)c1OC | ?
CCc1nc2nc(C)[nH]n2c(=O)c1NC(=O)Nc1ccc(C)c(F)c1 | i
CN1CCN(S(=O)(=O)c2cc(C(=O)O)cc(-c3cccnc3)c2)CC1 | ?
CCc1cn[nH]c1C1CCCN(C(=O)C(=O)CC(C)C)C1 (centres undefined) | ?
O=C1CCCN1CCC1CCCCN1C(=O)NCc1ccc(Cl)cc1 (centres undefined) | i
COc1ccc2oc(=Nc3ccc(C(C)=O)cc3)c(C(N)=O)cc2c1 | 40.0%*
CC1=C[C@@H](CN2CCOCC2)[C@H](C(C)C)C[C@H]1Cc1nnc(-c2ccccc2)o1 | i
Cc1ccc(-n2c(SCC(=O)Nc3cccc(C)c3C)nc3c(c2=O)SCC3)cc1 | ?
COc1ccccc1NC(=O)CNC(=O)c1cn(-c2ccccc2OC)c(=O)c2ccccc12 | i
CCOc1ccc2cc(-c3nnc(-c4cccc(Br)c4)o3)c(=O)oc2c1 | i
O=C(c1ccc(Cl)cc1)N(c1ccccc1)C1C=CS(=O)(=O)C1 (centres undefined) | ?
Cc1cc(I)cc(C)c1NC(=O)COc1ccc(Cl)cc1 | i
O=C(c1c(F)cccc1F)N1CCN=C1SCc1ccccc1Cl | i
COCCOC(=O)Nc1nc2ccc(OC)cc2s1 | i
Cc1ccc(S(=O)(=O)N(C)c2c(C)ccc(S(=O)(=O)NCCO)c2C)cc1 | i
CC(C)(C)Sc1ccc(SC#N)s1 | i
O=C(O)CCC(CNS(=O)(=O)c1ccc([N+](=O)[O-])cc1)C(F)(F)F (centres undefined) | i
Cc1cc(Sc2ncnc(N)c2[N+](=O)[O-])ncn1 | i
CCOc1ncccc1-c1ccc(-c2nn[nH]n2)cc1 | ?
Cc1ccc(S(=O)(=O)NC(=O)c2cccc([N+](=O)[O-])c2)cc1 | i
CCN(CC)c1cc(C)nc(NCc2ccccc2)n1 | i
O=[N+]([O-])c1ccccc1C=Nc1ccc(S(=O)(=O)Nc2nccs2)cc1 | i

Structures shown so far containing a cyano group (three):
Molecule | ST2 IL33 inh
N#C/C(C(=O)c1ccccc1)=C1/CCCN1 | ?
COc1cc(-c2c(C#N)c(N)nc3sc(C(N)=O)c(N)c23)cc(OC)c1OC | ?
CC(C)(C)Sc1ccc(SC#N)s1 | i

(cont.)
Molecule | ST2 IL33 inh
O=C(C1CC1)N1CCc2cc(Br)cc(S(=O)(=O)Nc3ccc(F)c(F)c3)c21 | i
O=C(O)C(Sc1ncn[nH]1)c1ccccc1 (centres undefined) | i
COc1ccccc1NC(=O)CCCC(=O)O | i
COCC(=O)N1CCCN(CCC(C)c2ccccc2)CC1 (centres undefined) | i
O=C(CC(=O)NC1CCC(O)CC1)Nc1ccc(F)c(Cl)c1 (centres undefined) | i
COCCNS(=O)(=O)c1cc(OC)ccc1OC | ?
O=C(NCc1ccc(F)cc1)C1CC(=O)N(C2CCCCCC2)C1 (centres undefined) | ?
CC1=C(C(=O)N(C)Cc2n[nH]c3c2CCCCC3)C(C)NC(=O)N1 (centres undefined) | ?
CN1CC[C@@H](NC(=O)c2cnn3c2CCCC3)[C@@H](Cc2ccccc2)C1 | i
COC(=O)c1cc(Nc2ncnc3c2cnn3-c2cccc(C)c2)cc(C(=O)OC)c1 | ?
COc1ccccc1-c1nnc(NC(=O)c2ccc(S(=O)(=O)N3CCCCCC3)cc2)o1 | i
CCN1CCN(C(=O)c2ccc(N3CCC(NCc4cccc(OC(F)(F)F)c4)CC3)cc2)CC1 | ?
CC(NC(=O)c1ccco1)C(c1cccs1)N1CCN(c2ccc(F)cc2)CC1 (centres undefined) | i
COC(=O)c1ccc(CSc2nc(C)cc(=O)[nH]2)cc1 | i
CCOc1ccc(NCc2nc3ccccc3n2CCOc2ccccc2)cc1 | ?
Cc1c(CN2CCCC(CNC(=O)c3cccc4ccccc34)C2)[nH]c2ccccc12 (centres undefined) | i
CC(=O)c1ccc(NC(=O)CN2CCCN(Cc3ccccc3Cl)S2(=O)=O)cc1 | i
CN(C)C(=O)c1ccc2c(c1)N(CC(=O)NCc1ccccc1)C(=O)C1CCCCN21 (centres undefined) | i
CC1C(C#N)=C(SCc2ccccc2)NC2=C1C(=O)CC(C)(C)C2 (centres undefined) | i
C=CC(C)(O)CCC1C(C)(O)CCC2C(C)(C)CCCC21C (centres undefined) | i
CCC1CCCCN1C(=O)Cn1c(=O)n(-c2ccc(F)cc2)c(=O)c2sccc21 (centres undefined) | i
O=C(CNC(=O)Cn1ccc2ccccc2c1=O)NCCCN1CCCCCC1 | i
COc1ccc(Cn2c(CNS(=O)(=O)c3ccc(C)c(C)c3)nc3cccnc32)cc1 | i
CCc1c(C)nc2ncnn2c1Sc1ccccc1NC(=O)Nc1cc(Cl)ccc1C | ?
O=[N+]([O-])c1ccc(CN2CCN(C3CC4CCC3C4)CC2)cc1 (centres undefined) | ?
COc1ccc(Cn2c(CNS(=O)(=O)c3ccccc3)nc3cccnc32)cc1 | i
CCOc1cccc(C(=O)NCc2ccco2)c1 | i
Cc1nonc1CN(C)C(=O)C(C)N(c1ccccc1)S(C)(=O)=O (centres undefined) | i
Cc1cc(N2C(=O)C3C4CCC(C4)C3C2=O)ccc1Br (centres undefined) | i
Cn1c(CCNC(=O)C(C)(C)C)nc2ccccc21 | i
COc1cccc(CNC(=O)CN2C(=O)CCc3cc(S(=O)(=O)N4CCCC4)ccc32)c1 | i
C=C(C)COc1ccccc1C(=O)N(Cc1c(C)nn(C)c1C)C1CC1 | i
Cc1nn(CCCC(=O)Nc2cc(Oc3ccc(F)cc3F)cc([N+](=O)[O-])c2)c(C)c1[N+](=O)[O-] | ?
COCCOc1ccc(-c2noc([C@@H]3CCCN3)n2)cn1 | i
c1ccc(-c2nc(CN3CCC4(CCCN(CC5CCC5)C4)C3)co2)cc1 (centres undefined) | ?
CC1(C(=O)NC2CCCCCC2)CCC(=O)N1Cc1ccco1 (centres undefined) | i
COc1ccc(C(=O)C2Oc3ccccc3C3CC(c4ccccc4)=NN23)cc1 (centres undefined) | ?
COc1ccccc1N1CCN(c2ncc(C(=O)N3CCCC3)c3ccccc23)CC1 | i
CNC(=O)[C@@H]1C[C@H](N)CN1C(=O)CC1CCN(Cc2ccccc2)CC1 | ?
CCN(CC)C(=O)c1cc(-c2ccco2)on1 | i
O=C1Nc2ccccc2N(O)N1c1ccc(F)c([N+](=O)[O-])c1 | i
CC1=NN(c2ccc(C)cc2)C(=O)/C1=C/c1ccc(F)cc1 | ?
CC1(C(=O)NC2CCCC2)CCC(=O)N1Cc1cccs1 (centres undefined) | i
Cc1ccc(Cn2c(=O)n(-c3ccccc3)c(=O)c3sccc32)cc1 | i
CCCc1cnc(C)nc1-c1c(F)cccc1OC | i
Cc1cccc(OCC(=O)Nc2cccc(NC(=O)c3ccccc3Cl)c2)c1C | ?
Cc1ccc(S(=O)(=O)N2CCC(N3CCCCC3)CC2)cc1 | i
O=S(=O)(Nc1nc2ccccc2s1)c1ccc(Br)s1 | i
COC(=O)[C@@H]1Cc2ncn(Cc3ccc(Cl)cc3)c2CN1S(=O)(=O)c1ccc(NC(C)=O)cc1 | ?
O=C1CSC(c2ccc(Br)cc2)N1c1ccc(Br)cc1 (centres undefined) | i
Cc1cc(CN(C)C(=O)C2CCCN(C3CCN(C(=O)C4CC4)CC3)C2)ccn1 (centres undefined) | i
CC(C)Oc1ccc(C(=O)N2CCN=C2SCc2cccnc2)cc1 | i
COc1ccc(NC(=O)c2cc3cc4cc(OC)ccc4nc3o2)c(OC)c1 | i
COc1ccccc1C(=O)Nc1ccc(-c2nc3ccccc3o2)cc1 | i
O=S(=O)(Nc1ccccn1)c1ccc(N=Cc2ccccc2F)cc1 | i
COc1ccc(-c2[nH]ncc2-c2[nH]cnc2-c2ccccc2)cc1 | ?
COc1cc2c(cc1OC)C(C(=O)NCc1ccco1)C(c1cccs1)N(C)C2=O (centres undefined) | i
COC(=O)[C@@H]1C[C@@H](NC(=O)c2cnc(-c3cccnc3)nc2)CN1C | i
CCCN1CCN(CCCN2C(=O)c3ccccc3C2C(=O)NC2CCCCCC2)CC1 (centres undefined) | ?
CC(C)N1C(=O)S/C(=C\c2ccc(-c3cccc(C(=O)O)c3)o2)C1=O | i

Laid out differently: results already given.
COc1cc2c(cc1OC)C(C(=O)NCc1ccco1)C(c1cccs1)N(C)C2=O (centres undefined)
- ST2 IL33 inh = i
COC(=O)[C@@H]1C[C@@H](NC(=O)c2cnc(-c3cccnc3)nc2)CN1C
- ST2 IL33 inh = i
CCCN1CCN(CCCN2C(=O)c3ccccc3C2C(=O)NC2CCCCCC2)CC1 (centres undefined)
- ST2 IL33 inh = ?
CC(C)N1C(=O)S/C(=C\c2ccc(-c3cccc(C(=O)O)c3)o2)C1=O
- ST2 IL33 inh = i

Further compounds.
Molecule | ST2 IL33 inh
CCc1nnc(NS(=O)(=O)c2ccc(NC(=O)CCSc3ccccc3)cc2)s1 | i
N#CC1=C(N)SC(N)=C(C#N)C1c1ccco1 | i
COCc1[nH]nc2c1C(c1ccc(OC)c(OC)c1OC)C(C#N)=C(N)O2 (centres undefined) | i
Nc1c2c(nc3ccccc13)CCCC2 | ?
COc1cccc(CNS(=O)(=O)c2cc(Br)cc3c2N(C(C)=O)C(C)C3)c1 (centres undefined) | i
Cc1ccc(S(=O)(=O)N(CC(=O)NC2CC2)c2cc(C)cc(C)c2)cc1 | i
CCOc1ccc2nc(N3CCCN(C4CCSCC4)CC3)nc(C)c2c1 | i
Cn1cc(C(=O)N2CCCC2)c2c3ccccc3n(C)c2c1=O | i
Cc1cccnc1CC(C)N(C)c1cc(CCN)ncn1 (centres undefined) | i
CN(C)CC1(O)CCN(C(=O)Cc2ccc3c(c2)OCO3)C1 (centres undefined) | i
C=C(C)CN(CC)C(=O)c1cn(C)c2ccc(C)cc2c1=O | i
CSc1cccc(-n2c(CCN)n[nH]c2=O)c1 | i
O=C1Nc2cc(Cl)c(Cl)cc2N(O)N1c1ccc(Cl)c([N+](=O)[O-])c1 | ?
Cn1cc(/C=C/C(=O)N2CCCC(c3n[nH]c(=O)n3-c3ccccc3)C2)cn1 (centres undefined) | i
O=C(c1ccc(Cl)cc1Cl)n1cnc2ccccc21 | i
